# From PubChem
# GAA glycogen mod: qHTS Assay for Inhibitors and Activators of Human alpha-Glucosidase Cleavage of Glycogen. 300,000 compounds, 0.38% hits. Lysosomal alpha-glucosidase (Homo sapiens), P10253. Potency, µM (top dose mostly 76.4 µM), inactives show at the top dose activity change, negative = inhibition, actives largely listed as inhibitors. recombinant GAA, glycogen substrate, Amplex Red glucose oxidase fluorescence;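 note: potency is the fitted concentration of half-maximal effect; 0% = full enzyme reaction and -100% = no-enzyme basal signal; the screen sought inhibitors and activators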
#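 qHTS, 1536-well; enzyme 4 nM final; cpd up to 77 uM; substrate bovine liver glycogen 30 ug; 50 mM citrate/phosphate pH 5.0, 0.01% Tween-20; 37 C, 40 min; Amplex Red detection 45 min RT; Hill fit → AC50.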
# CBFb RUNX1 block: qHTS Assay for Compounds Blocking the Interaction Between CBF-beta and RUNX1 for the Treatment of Acute Myeloid Leukemia | Runt-related transcription factor 1 (Homo sapiens) + Core-binding factor subunit beta … | AlphaScreen CBFb-His/RUNX1-biotin binding, biochemical | Potency, µM (series often up to 59.8 µM), inactives show top-dose activity, negative = inhibition, most hits filed as inhibitors | 230,000 tested, under 10 active | AID 1477, 2009; note: % of control where 0% means no effect
# Target sequence (Q01196 whole entry, looked up): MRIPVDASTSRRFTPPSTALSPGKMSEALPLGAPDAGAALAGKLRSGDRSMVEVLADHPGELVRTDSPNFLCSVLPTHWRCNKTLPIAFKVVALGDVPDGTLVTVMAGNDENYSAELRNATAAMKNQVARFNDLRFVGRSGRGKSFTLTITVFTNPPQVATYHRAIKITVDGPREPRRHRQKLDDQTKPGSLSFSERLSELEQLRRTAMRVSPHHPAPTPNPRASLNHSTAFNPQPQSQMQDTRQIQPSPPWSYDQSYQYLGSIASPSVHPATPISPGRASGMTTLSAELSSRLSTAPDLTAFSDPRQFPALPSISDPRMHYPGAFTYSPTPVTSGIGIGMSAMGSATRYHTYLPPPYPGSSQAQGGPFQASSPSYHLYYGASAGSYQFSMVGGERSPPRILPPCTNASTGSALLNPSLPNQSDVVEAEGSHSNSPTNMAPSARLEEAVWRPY
# Target sequence (Q13951 whole entry, looked up): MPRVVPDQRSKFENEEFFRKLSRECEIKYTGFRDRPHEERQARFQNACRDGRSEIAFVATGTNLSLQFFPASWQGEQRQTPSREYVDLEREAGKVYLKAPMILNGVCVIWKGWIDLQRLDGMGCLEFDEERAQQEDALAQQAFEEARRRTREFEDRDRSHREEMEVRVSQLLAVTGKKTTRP
#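 Bead-based AlphaScreen assay; binding partners His-tagged CBF-beta and biotinylated RUNX1 at 30 nM each. Compound exposure 15 min after a 20-min protein preincubation; bead step 90 min; all steps at room temperature.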
# Lamin A splicing: qHTS Assay for Modulators of Lamin A Splicing. HeLa LMNA splicing GFP/RFP minigene ratio, 48 h. Potency, µM (top dose mostly 46.1 µM), for the others: at the highest dose ratio change, negative = inhibition, usual class: inhibitors. 200,000 compounds, 0.01% hits. AID 1487, 2009; active = well fitted inhibition curve with a large enough effect in the signal ratio, with a control signal flat, not every such curve was filed as active; inconclusive = small, poorly fitted or top-dose-only effect, or effect the other way, or a change in a side signal; the % refers to the signal ratio; note: potency is the fitted concentration of half-maximal effect; % is set by controls: 0 for no effect and ±100 for the full control effect
#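 S3 HeLa stable clones carrying a lamin A-EGFP splicing minigene plus DsRed2 were seeded at 600 cells/well in Opti-MEM with 2% FBS, pin-dosed and incubated 48 h at 37°C. Acumen cytometry (488 nm) gave the GFP/RFP total-intensity ratio.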
# GAA spleen mod: qHTS Assay for Inhibitors and Activators of Human alpha-Glucosidase From Spleen Homogenate | human spleen homogenate, 4-MU-alpha-glucoside fluorescence | 240,000 compounds, 0.006% hits | AID 2112, 2009 | Lysosomal alpha-glucosidase (Homo sapiens), P10253 | Potency, µM (top dose mostly 79.9 µM), without a hit: at the highest dose activity change, negative = inhibition, most hits filed as inhibitors;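 note: potency is the fitted concentration of half-maximal effect; 0% = enzyme with vehicle and -100% = no enzyme basal signal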
#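 Enzyme source: human spleen homogenate, 1 ug/well. Buffer 50 mM citric acid/K phosphate pH 5.0, 0.01% Tween-20. 4-MU-alpha-glucoside 1 mM; 37 C x 40 min; NaOH/glycine stop; fluorescence.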
# HTT aggregate: qHTS Multiplex Assay to Identify Dual Action Probes in a Cell Model of Huntington: Aggregate Formation (GFP). Potency, µM (highest dose often 46.1 µM), inactives show top-dose activity change, negative = inhibition, usual class: inhibitors. PC12 HttQ103-GFP aggregates, Acumen cytometry, 40 h. 220,000 compounds, 1.1% hits; note: potency is the fitted concentration of half-maximal effect; % is set by controls: 0 for no effect and ±100 for the full control effect; nearly all actives have a fitted effect of over 60% in size
#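 PC12 cells stably carrying ecdysone-inducible HTT exon 1 Q103–GFP were induced with tebufenozide (100 nM final) and treated with library compounds in titration. GFP aggregates in lysates were counted by laser scanning cytometry.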
# HTT ATP protect: qHTS Multiplex Assay to Identify Dual Action Probes in a Cell Model of Huntington: Cytoprotection (ATP). PC12 HTT-Q103 induced, cytoprotection, ATP luminescence, 40 h. Potency, µM (series often up to 56.4 µM), for the others: cytoprotection (ATP increase), usual class: activators. 230,000 compounds, 0.14% hits. AID 1471, 2008;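 note: potency is the fitted concentration of half-maximal effect; % of control where 0% means no effect; nearly all actives have a fitted effect of over 45% in size; toxic huntingtin expression switched on by the ecdysone agonist tebufenozide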
#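 PC12 cells with ecdysone-inducible HTT exon 1 Q103-GFP, induced with 100 nM tebufenozide and co-treated with library compounds in a dose series (1536-well, 1500 cells/well). Cytoprotection read as ATP content by ATPlite luminescence.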
# GAA inhib: qHTS Assay for Inhibitors of Human alpha-Glucosidase as a Potential Chaperone Treatment of Pompe Disease. purified human GAA, 4-MU-alpha-glucoside fluorescence. AID 1466, 2008. Potency, µM (top dose mostly 76.9 µM), for inactives: top-dose activity change, negative = inhibition, hits mostly inhibitors. 200,000 compounds, 0.005% hits;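 note: potency is the fitted concentration of half-maximal effect; plate controls were uninhibited enzyme wells for no effect and no-enzyme background for full effect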
#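 AC50 values come from Hill fits of compound titrations (up to 77 uM) against 4 nM human enzyme. Substrate 4-methylumbelliferyl-alpha-D-pyranoside at 400 uM, pH 5.0 citrate buffer, 20 min room temperature; fluorescence Ex 365/Em 440 after alkaline stop.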
# Numbers without * were called inactive; ? = inconclusive; . = not tested or not shown; & = joins results of further samples; [ ] = dose if it differs, or a comment. Unless noted, calls come from the whole dose curve; as a rule, active = well fitted curve in the direction sought with a large enough effect; inconclusive = small, poorly fitted or top-dose-only effect, or another doubt; inactive = no such curve, though single readings can be large; an effect the other way counts as inactive or inconclusive.
SMILES,GAA glycogen mod,CBFb RUNX1 block,Lamin A splicing,GAA spleen mod,HTT aggregate,HTT ATP protect,GAA inhib
CCOC(=O)c1cc(C#N)c(SC)nc1-c1ccccc1,2%,?,?,0%,-22%,7%,-11%
CCOC(=O)N1CCN(CC(=O)Nc2cc(C)nn2-c2nc3ccccc3s2)CC1,-1%,0%,-5%,3%,-13%,-17%[10 µM],-4%
Cn1ccnc1SCC(=O)Nc1ccc(Cl)cn1,17%,-3%,.,2%,0%,.,6%
COC(=O)c1ccccc1Sc1ncnc2onc(C)c12,10%,24%,.,0%,?,9%,1%
Nc1c(N2CCCCC2)c(=O)[nH]c(=O)n1-c1ccccc1,?,11%,-8%,-9%,3%,-10%[0.074 µM],-1%
COc1ccc(S(=O)(=O)Nc2ccccc2C(N)=O)cc1OC,5%,4%,-1%[46 µM],.,-6%,-7%,-3%
O/N=C/c1cc(Br)cc(Br)c1OCc1ccccc1,1%,12%,-6%,-4%,3%,-5%,?
CCCNC(=O)N1CCN(c2nc(C(C)C)c3c(c2C#N)CC(C)(C)OC3)CC1,-22%,0%,?,2%,?,-13%,-1%
COc1ccc(CCN(C)Cc2ccc(OCc3ccccc3)c(OC)c2)cc1OC,5%,2%,13%,-7%,-2%,-4%,-16%
O=C1OCCN1C(=O)[C@H]1[C@H](c2ccc([N+](=O)[O-])cc2)C(c2ccccc2)=NN1c1ccc(Br)cc1,.,-29%,.,0%,.,-18%[40.3 µM],.
COc1ccccc1NC(=O)Nc1ccnn1Cc1cccs1,13%,-4%,-8%,1%,-11%,1%[10 µM],0%
CC(NC(=O)C1CCCN(S(=O)(=O)c2cccs2)C1)c1ccccc1 (stereo not drawn),-1%,-1%,-11%,-1%,4%,6%,15%
O=C(c1ccc([N+](=O)[O-])cc1[N+](=O)[O-])n1cnc2ccccc21,6%,-15%,-7%[9.22 µM],6%,14%,-2%,3%
CCC(NS(=O)(=O)c1cnn(CC)c1)c1ccccc1 (stereo not drawn),12%,0%,.,-3%,3%[9.22 µM],-15%,-2%
Cc1ccc(C)c(C(=O)CSc2n[nH]c(-c3ccncc3)n2)c1,2%,-4%,?,7%,6%,-5%,7%

# Four entries drawn at random from those above, as already listed:
SMILES,GAA glycogen mod,CBFb RUNX1 block,Lamin A splicing,GAA spleen mod,HTT aggregate,HTT ATP protect,GAA inhib
Nc1c(N2CCCCC2)c(=O)[nH]c(=O)n1-c1ccccc1,?,11%,-8%,-9%,3%,-10%[0.074 µM],-1%
CCOC(=O)N1CCN(CC(=O)Nc2cc(C)nn2-c2nc3ccccc3s2)CC1,-1%,0%,-5%,3%,-13%,-17%[10 µM],-4%
COC(=O)c1ccccc1Sc1ncnc2onc(C)c12,10%,24%,.,0%,?,9%,1%
CCC(NS(=O)(=O)c1cnn(CC)c1)c1ccccc1 (stereo not drawn),12%,0%,.,-3%,3%[9.22 µM],-15%,-2%

# (cont.)
SMILES,GAA glycogen mod,CBFb RUNX1 block,Lamin A splicing,GAA spleen mod,HTT aggregate,HTT ATP protect,GAA inhib
CCOC(=O)/C(C)=N/Nc1nc(-c2ccc(NC(C)=O)cc2)cs1,?,?,.,-11%,11%[9.22 µM],9%[10 µM],.
CN(C)CCCN(C(=O)/C=C/c1cccs1)c1nc2ccc(F)cc2s1,2%,-17%,10%[9.22 µM],3%,?,9%,-7%
O=C(Nc1cccc(S(=O)(=O)Nc2ccccc2Cl)c1)c1ccc(Cl)nc1,12%,21%,?,-5%,-24%,-11%[10 µM],-2%
COC(=O)c1c(NC(=O)C2(C)Cc3ccccc3C(=O)O2)sc2c1CCCC2 (stereo not drawn),-6%,0%,?,-11%,?,-51%[inhibitor],-1%
COc1ccc(CN(CC(=O)NCc2ccccc2)C(=O)c2csnn2)cc1,5%,?,.,-2%,8%[9.22 µM],4%[10 µM],6%
CCCOc1cccc(C2/C(=C(/O)c3ccncc3)C(=O)C(=O)N2CCCN(C)C)c1 (stereo not drawn),-4%,-1%,2%,-7%,16%,-4%[0.074 µM],-3%
COc1ccc(C2C(C#N)=C(N)N(c3sc4c(c3C#N)CCCC4)C3=C2C(=O)CC(C)(C)C3)cc1 (stereo not drawn),-14%,-15%,-20%,-6%,6%,19%,-10%
O=C(NC(=S)Nc1ccccc1[N+](=O)[O-])c1ccccc1Cl,-1%,-24%,.,-21%,33%[9.22 µM],22%[10 µM],.
CCOC(=O)c1[nH]c2cc3c(cc2c1NC(=O)CN1CCc2ccccc2C1)OCO3,-8%,-2%,2%,-12%,-5%,-3%,-4%
Cc1ccc(S(=O)(=O)NC(=O)Nc2ccccc2F)cc1,24%,7%,-19%,-14%,-9%,-7%[10 µM],14%
COC(=O)CCC(=O)OC1(C)C(=O)C=C2C=C(C3CC3)N(CCN3CCOCC3)C=C2C1=O (stereo not drawn),-5%,-1%[13.1 µM],1%[9.22 µM],4%[17.4 µM],5%[9.22 µM],-36%&15%[10 µM],.
O=C(c1ccc(OC2CCN(CCc3ccccc3)CC2)cc1)N1CCCC(O)C1 (stereo not drawn),9%,8%,20%[46 µM],-1%,-14%[9.22 µM],10%[10 µM],0%
Cc1ccc2c(Cl)cc(Cl)c(OCC(=O)O)c2n1,8%,4%,.,1%,?,.,2%
COc1ccc(CCC(=O)Nc2cccc(S(=O)(=O)N(C)C)c2)cc1OC,-3%,-3%,?,-8%,-13%,29%[10 µM],-3%
Cc1cc(C)c(C#N)c(N2CCC(C(N)=O)CC2)n1,8%,-2%,.,-3%,-1%[9.22 µM],-16%[10 µM],11%

# Filtered by structure, the entries above with two or more sulfur atoms.
SMILES,GAA glycogen mod,CBFb RUNX1 block,Lamin A splicing,GAA spleen mod,HTT aggregate,HTT ATP protect,GAA inhib
CC(NC(=O)C1CCCN(S(=O)(=O)c2cccs2)C1)c1ccccc1 (stereo not drawn),-1%,-1%,-11%,-1%,4%,6%,15%
CN(C)CCCN(C(=O)/C=C/c1cccs1)c1nc2ccc(F)cc2s1,2%,-17%,10%[9.22 µM],3%,?,9%,-7%

# Next entries:
SMILES,GAA glycogen mod,CBFb RUNX1 block,Lamin A splicing,GAA spleen mod,HTT aggregate,HTT ATP protect,GAA inhib
O=C(c1ccccc1)N1CCCC(C(=O)N2CCCCCC2)C1 (stereo not drawn),6%,6%,11%,-1%,26%,-1%[0.074 µM],-4%
CCC(C)[C@H]1CNC(=S)N1CCC12CC3CC(CC(C3)C1)C2 (stereo partly drawn),2%,15%,.,-14%,-17%[9.22 µM],21%[10 µM],.
CCOC(=O)C1CCCN(C(=O)c2ccc(OC)c([N+](=O)[O-])c2)C1 (stereo not drawn),6%,1%,4%,-1%,-5%,-1%[10 µM],7%
CCc1ccc2[nH]c(=O)c(CN(CCN3CCOCC3)C(=O)Nc3ccccc3F)cc2c1,-5%,4%,-8%,2%,15%,-15%,-10%
Cc1ccc(N2C(=O)c3ccc(C(=O)N4CCN(c5cccc(C)c5C)CC4)cc3C2=O)cc1,-6%,0%,0%,-3%,-9%,14%[10 µM],-6%
O=C(Nc1ccccc1C(=O)OCn1nnc2ccccc2c1=O)c1ccco1,-8%,8%,2%,1%,2%,-12%,?
CCOc1ccc(NC(=O)CC2C(=O)N(CC)C(=S)N2NC(=O)c2ccncc2)cc1 (stereo not drawn),-11%,3%,.,-6%,-3%[9.22 µM],7%[10 µM],.
Cc1cc(SCC(=O)c2ccccc2)n2ncc(-c3ccccc3)c2n1,-3%,0%,.,-5%,20%[9.22 µM],4%[10 µM],.
COc1cc(Nc2ccccc2Cl)c([N+](=O)[O-])nc1[N+](=O)[O-],9%,0%,28%,1%,26%[9.22 µM],-50%[inhibitor],-5%
CCOCCCNC(=O)C1CCCN1C(=O)NC1CCCCC1 (stereo not drawn),0%,3%,4%,-7%,-25%,-9%,-10%
Cc1nc2cnc(N(C)C)nc2n(-c2ccccc2)c1=O,.,.,-19%,-8%,.,-73%[inhibitor],.
N=c1n(CCN2CCOCC2)c2ccccc2n1CC(=O)c1ccc(Cl)c(Cl)c1,-26%,-21%,?,0%,4%,-10%,4%
CC(C)c1cc(C(=O)N2CCN(C(c3ccccc3)c3ccccc3)CC2)no1,-6%,21%,?,4%,-13%,.,-6%
CCN(CCCNC(=O)CCn1c(=O)[nH]c2ccccc2c1=O)c1ccccc1,29%,-10%,5%,-2%,-6%,-1%[10 µM],-2%
O=C(Nc1ccc(NC(=O)c2ccco2)c(Cl)c1)c1ccccc1,11%,0%,?,-6%,29%[9.22 µM],10%[10 µM],2%
Cc1cc2c(NC(=O)Nc3ccc(C(C)(C)C)cc3)cccc2nn1,-4%,-13%,.,-4%,5%[9.22 µM],26%[10 µM],.
CCSc1nnc(NC(=O)CSc2nnc(Cc3cccn3C)n2-c2ccc(F)cc2)s1,2%,-19%,-5%,12%,-7%,2%,-4%
CCCNC(=O)C(CC)NS(=O)(=O)c1ccc(OC)cc1 (stereo not drawn),4%,1%,-2%,4%,7%,19%,3%
CN1CCCC1CCNC1C2CC3CC(C2)CC1C3 (stereo not drawn),-13%,1%,7%,0%,6%,-49%[inhibitor],2%
CSc1ccccc1NC(=O)CN(Cc1ccccc1)S(C)(=O)=O,1%,10%,15%,-5%,10%,-11%[0.074 µM],?
C/C(=N/NC(=O)CNC(=O)c1ccncc1)c1ccco1,1%,6%,.,2%,-18%[9.22 µM],-10%[10 µM],.

# One compound at a time, from the list above. Screens in order: GAA glycogen mod | CBFb RUNX1 block | Lamin A splicing | GAA spleen mod | HTT aggregate | HTT ATP protect | GAA inhib
# Entry for `COC(=O)c1c(NC(=O)C2(C)Cc3ccccc3C(=O)O2)sc2c1CCCC2` (stereo not drawn) : -6% | 0% | ? | -11% | ? | -51%[inhibitor] | -1%
# Entry for `COc1ccc(CCC(=O)Nc2cccc(S(=O)(=O)N(C)C)c2)cc1OC` : -3% | -3% | ? | -8% | -13% | 29%[10 µM] | -3%
